Screening results deposited in PubChem by several laboratories.
PhoP inhibition: inhibitors of PhoP regulon expression, primary screen, Salmonella Typhimurium, GFP reporter (AID 1863); S. Typhimurium PhoP-regulated promoter GFP reporter, 4 h; higher % means a stronger effect; inhibition, % at 50 µM, or IC50 in µM where a hit was titrated; 0.16% of 300,000 active;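 active means inhibition over 29.93%, a cutoff 3 SD above the screen mean, later confirmed by dose response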;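 further: 0% = low Mg2+ inducing control and 100% = high Mg2+ repressing control; strong numbers were not always called active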
West Nile antiviral: West Nile virus antiviral activity, cell-based, CPE readout (AID 1621) | CPE inhibition, % at 10 µM, or IC50 in µM where a hit was titrated | 0.02% of 290,000 active | West Nile virus-infected cells, CPE inhibition; higher % means a stronger effect; in the data active means a potency from the dose series; further: strong numbers were not always called active
SV40 large T antigen: SV40 large T antigen inhibitors, biochemical (AID 1903) | SV40 large T antigen ATPase/helicase inhibition assay; higher % means a stronger effect | inhibition, % at 20 µM; hits with a dose series show IC50 in µM | 0.39% of 310,000 active; in the data active means a potency from the dose series; further: strong numbers were not always called active
RSV CPE inhibition: RSV antiviral activity via CPE protection, HEp-2 cells, primary 10 µM value included (AID 2391); HEp-2 cells, RSV-induced CPE inhibition; higher % means a stronger effect; one-dose CPE inhibition, % at 10 µM; IC50 in µM for titrated hits; 0.13% of 310,000 active; in the data active means a potency from the dose series; further: strong numbers were not always called active
b-catenin transl: modulators of beta-catenin nuclear translocation, primary screen, imaging, HeLa cells, immunofluorescence, high-content | nuclear translocation activity, % at 5 µM | AID 1665, 2009 | 0.3% of 190,000 active;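 active means nuclear translocation activity above 50% at 5 µM, with a well cell count of 50 or more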;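 further: per-cell ratio of nuclear to cytoplasmic median beta-catenin stain intensity; plate controls were DMSO negative control for no effect and GSK-3 inhibitor IX positive control for full effect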
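System: Human HeLa cells, endogenous beta-catenin | Compound dosing: 5 µM primary, 0.02–20 µM confirmation | Timing: 24 h compound exposure at 37°C, 5% CO2 | Measured by: Fluorescence imaging of beta-catenin antibody stain plus DAPI | Read-out basis: % activation of per-cell nuclear versus cytoplasmic median beta-catenin signal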
T cell modulator: modulators of CD8 T cell-vesicle binding, primary screen, mouse 2C CD8+ T cells, flow cytometry; calls only at 7 µM; AID 2052, 2009; 2C CD8+ T cell-vesicle binding; hits give low values; 0.068% of 330,000 active;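 active means response, share of CD8 T cells binding vesicles, and their 90th percentile fluorescence all below set limits, cut at about 80% in these data, passing the limit was not always enough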
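Material: murine 2C transgenic CD8+ T lymphocytes / Also added: QL9-peptide-loaded Drosophila micro-vesicles bearing Ld, ICAM-1 and B7-1 / Schedule: binding step 1.5 h, 37 °C, antibody labelling 20 min, ice / Signal: flow cytometry, PE anti-B7-1 (FL2) versus Alexa647 anti-CD8 (FL8), PFA-fixed / Evaluation: percent CD8+ FL2 mean versus row control / Benchmarks: naked versus QL9-loaded vesicles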
WT yeast gro inh: growth inhibition of WT strain, primary screen, mitochondrial fusion inhibitor project, WT and mutant strains, chemical genetic; inhibition, % at 10 µM; 2.1% of 190,000 active; mitochondrial fusion phenotypic screen; AID 1362, 2008; in the data active means inhibition above about 58%; tested in S. cerevisiae
Myeloid diff MLP: induction of myeloid progenitor differentiation, primary screen, cell-based, flow cytometry, MLPCN library | ER-HoxA9 myeloid progenitors, lysozyme-GFP differentiation | calls only at 10 µM | 1% of 360,000 active | AID 624256, 2012;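 active means normalized GFP-positive differentiation at or above the plate's own cutoff, the solvent-only control mean plus 3 SD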;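 further: cells exposed to compound for four days before flow analysis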
MgcRacGAP inhibition: MgcRacGAP GTPase-activating activity inhibitors, confirmation, biochemical, ADP Hunter fluorescence; MgcRacGAP-stimulated Rac1 GTP hydrolysis, ADP Hunter fluorescence; higher % means a stronger effect; GST-tagged Rac1 F28L mutant substrate; inhibition, % at 30 µM, or IC50 in µM where a hit was titrated; 0.6% of 340,000 active; AID 624330, 2012;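 active means first-screen hits whose inhibition reached a set limit at any dose in the follow-up dose series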;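 further: fluorescence reports GDP produced by GAP-driven GTP hydrolysis; strong numbers were not always called active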
WT yeast gro inh mutant strain: further read-out of WT yeast gro inh, marked with its call; inhibition, %; mitochondrial fusion phenotypic screen, mutant strain inhibition
b-catenin transl cell count 5 µM: also measured in b-catenin transl; calls as there; cell count; measured here: cell count, cytotoxicity flag
T cell modulator vesicle-bound %: second read-out of T cell modulator, no call of its own (marks repeat the call); double positive events, %; measured here: CD8+ vesicle-bound cell fraction;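 binding gate set so that unloaded-vesicle control wells show 10% double positive cells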
Myeloid diff MLP GFP+ MAC1+ %: second read-out of Myeloid diff MLP, no call of its own (marks repeat the call); GFP+ MAC1+ double positive, %; measured here: differentiation confirmed by MAC1 staining
* marks the source's active call; other numbers are inactive results; i = inactive; . = not tested or not shown; + = active, no number.

SMILES	PhoP inhibition	West Nile antiviral	SV40 large T antigen	RSV CPE inhibition	b-catenin transl	b-catenin transl cell count 5 µM	T cell modulator	T cell modulator vesicle-bound %	WT yeast gro inh	WT yeast gro inh mutant strain	Myeloid diff MLP	Myeloid diff MLP GFP+ MAC1+ %	MgcRacGAP inhibition
COc1cccc(-n2c(C)nnc2SCC(=O)Nc2ccccc2N2CCOCC2)c1	9%	-0.1%	7%	-0.2%	-8.6	998	i	18	5	-25	i	0.9	9%
CCOCc1nnc(NC(=O)C2c3ccccc3Oc3ccccc32)s1	-6%	-0.9%	20%	-1.3%	-3.6	1121	i	66	11	9	i	0.3	-2%
O=C(O)CCC(=O)Nc1ccc(-c2nnc(-c3ccco3)o2)cc1	7%	0.2%	0%	1.1%	.	.	i	42	12	4	i	2.4	2%
CC(C)OC(=O)CSc1nnc(-c2ccncc2)n1N	-4%	-0.3%	3%	-0.9%	0.5	810	i	33	9	0	i	1.2	7%
CCOCCn1c(CN2CCN(c3ccccc3)CC2)nc2c1c(=O)n(C)c(=O)n2C	.	-0.3%	.	0.7%	.	.	i	19	.	.	i	1.3	3%
Cc1c(C)c2ccc(OCC(=O)N3CCC(C(=O)O)CC3)c(C)c2oc1=O	.	-0.7%	.	0.0%	.	.	i	1	.	.	i	3.3	-2%
COc1cc2c(C#N)c(N3CCN(c4ccccc4OC)CC3)nc(N)c2c(N)n1	-3%	0.3%	-4%	8.6%	-0.9	985	i	59	3	2	.	.	9%
Cc1cc(C(F)F)nn1CC(=O)NCc1ccco1	-21%	0.3%	11%	0.0%	-2.0	923	i	49	-12	-3	i	0.4	8%
Cc1csc(NC(=O)c2cncc(Br)c2)n1	-2%	-0.5%	2%	-0.1%	-3.5	964	i	28	19	-5	i	0.0	6%
CCN1CCN(C(=O)CN(CC)S(=O)(=O)c2ccc(F)cc2)CC1	-2%	-0.4%	7%	0.3%	.	.	i	21	.	.	i	2.0	1%
CCSc1nnc(Cc2cc(=O)[nH]c(=O)[nH]2)n1-c1ccc(F)cc1	11%	-0.1%	0%	2.0%	-3.0	1131	i	48	8	2	i	2.5	-2%
Cc1nc2sc(C(c3cccc(F)c3)N3CCCCC3)c(O)n2n1 (centres undefined)	-6%	0.4%	-2%	0.2%	.	.	i	56	3	-5	i	0.4	0%
Cc1nc(-c2ccc([N+](=O)[O-])cc2)c(-c2ccccc2)o1	-2%	-0.2%	7%	13%	.	.	i	33	.	.	i	0.8	.
COc1ccccc1-n1cnc(N)c1C(=O)c1ccccc1	6%	-0.1%	-1%	3.1%	3.7	1354	i	49	-11	-7	i	1.4	5%
O=C(COC(=O)c1ccccc1OCc1ccccc1Cl)NC1CC1	8%	-0.8%	3%	1.5%	0.7	1286	i	66	-19	-18	i	2.9	6%
COc1ccc(C(=S)Nc2ccc(C)cc2)cc1	0%	.	4%	0.1%	-1.2	1336	i	54	3	5	i	0.6	4%
C/C(=N\OCC(=O)Nc1ccc(OC(F)(F)F)cc1)c1ccc2c(c1)OCCO2	11%	-0.7%	13%	1.4%	.	.	i	4	13	-32	i	0.3	0%
O=C(CN1C(=O)C2C3C=CC(C3)C2C1=O)Nc1nc(SCc2ccc(Cl)cc2)n[nH]1 (centres undefined)	9%	0.6%	1%	-1.2%	0.1	1143	i	55	2	-15	i	0.9	5%
O=c1c(O)c(-c2cccs2)oc2ccc(Cl)cc12	3%	1.0%	5%	7.8%	-0.9	1251	i	18	-4	3	i	0.4	6%
Cc1cc(C(=O)CSc2nnnn2-c2ccccc2)c(C)n1CC1CCCO1 (centres undefined)	18%	-0.4%	8%	1.3%	-1.3	991	i	21	-6	-2	i	0.5	11%

5 of the compounds above, as comma-separated lines:
smiles,PhoP inhibition,West Nile antiviral,SV40 large T antigen,RSV CPE inhibition,b-catenin transl,b-catenin transl cell count 5 µM,T cell modulator,T cell modulator vesicle-bound %,WT yeast gro inh,WT yeast gro inh mutant strain,Myeloid diff MLP,Myeloid diff MLP GFP+ MAC1+ %,MgcRacGAP inhibition
COc1ccc(C(=S)Nc2ccc(C)cc2)cc1,0%,.,4%,0.1%,-1.2,1336,i,54,3,5,i,0.6,4%
C/C(=N\OCC(=O)Nc1ccc(OC(F)(F)F)cc1)c1ccc2c(c1)OCCO2,11%,-0.7%,13%,1.4%,.,.,i,4,13,-32,i,0.3,0%
O=C(CN1C(=O)C2C3C=CC(C3)C2C1=O)Nc1nc(SCc2ccc(Cl)cc2)n[nH]1 (centres undefined),9%,0.6%,1%,-1.2%,0.1,1143,i,55,2,-15,i,0.9,5%
O=c1c(O)c(-c2cccs2)oc2ccc(Cl)cc12,3%,1.0%,5%,7.8%,-0.9,1251,i,18,-4,3,i,0.4,6%
Cc1cc(C(=O)CSc2nnnn2-c2ccccc2)c(C)n1CC1CCCO1 (centres undefined),18%,-0.4%,8%,1.3%,-1.3,991,i,21,-6,-2,i,0.5,11%

Going on with the list:
SMILES	PhoP inhibition	West Nile antiviral	SV40 large T antigen	RSV CPE inhibition	b-catenin transl	b-catenin transl cell count 5 µM	T cell modulator	T cell modulator vesicle-bound %	WT yeast gro inh	WT yeast gro inh mutant strain	Myeloid diff MLP	Myeloid diff MLP GFP+ MAC1+ %	MgcRacGAP inhibition
Cc1cc(C)c(C#N)c(SCCN2CCCCC2)n1	6%	-0.8%	3%	0.2%	.	.	i	34	.	.	i	0.6	12%
CCCN1C(=O)/C(=C/c2ccc(N3CCCC3)c(C)c2)NC1=S	0%	-0.7%	7%	15%	.	.	i	55	69*	50*	+	9.1*	4%
CCN(c1ccccc1)S(=O)(=O)c1ccc2c(c1)N(C(C)=O)CCS2	10%	0.4%	5%	11%	.	.	i	30	.	.	i	0.3	13%
COCC(C)NC(=O)/C(=C/c1ccccc1)c1ccccc1 (centres undefined)	-2%	-0.4%	10%	0.4%	7.3	821	i	58	-5	4	i	0.3	-1%
CCCCC(=O)Nc1ccc(C(=O)NNC(=O)CCc2ccccc2)cc1	-4%	0.7%	12%	-0.2%	-1.2	1432	i	16	24	4	i	6.9	0%
CC(/C=N/N1CCN(c2ccccc2)CC1)=C\c1ccco1	7%	0.6%	0%	1.7%	-0.8	1428	i	23	24	19	i	0.7	5%
O=C1CN(C(=O)COc2ccccc2F)c2ccccc2N1	6%	0.6%	1%	1.6%	-0.3	486	i	28	16	12	i	0.7	4%
COc1ccc2nc(Nc3nc4cc5c(cc4s3)OCO5)sc2c1	4%	-0.6%	10%	2.4%	-6.9	582	i	32	17	26	i	0.4	5%
O=C(NCc1cccs1)C1CCCN1C(=O)Nc1ccccc1Cl (centres undefined)	0%	-0.3%	6%	2.1%	.	.	i	34	.	.	i	1.7	4%
Cc1ccc(C(=O)NCC(c2ccco2)N2CCCCC2)s1 (centres undefined)	.	.	.	-0.5%	.	.	i	26	.	.	i	0.5	1%
CCN(C1CCCCC1)S(=O)(=O)c1c(C)n(C)c(=O)n(C)c1=O	-5%	.	10%	0.5%	.	.	i	57	.	.	i	0.6	8%
Cc1ccc(C(=O)NC(=S)NCC2CCCO2)cc1[N+](=O)[O-] (centres undefined)	-1%	0.0%	7%	1.7%	-1.3	1039	i	27	19	14	i	0.7	3%
COc1ccc(-c2cc(C(=O)N3CCc4ccccc4C3)no2)cc1	-5%	-0.5%	6%	6.1%	-4.1	1092	i	10	31	21	i	0.5	8%
COc1ccc2nc(C)cc(Nc3cccc(C(=O)O)c3)c2c1	-9%	0.2%	8%	1.4%	.	.	i	43	.	.	i	0.4	6%
Cc1ccc(CNC(=O)CCCCCNc2nc(=S)[nH]c3ccccc23)cc1	-2%	-0.1%	2%	1.5%	0.7	1044	i	12	-7	-16	.	.	.
COC(=O)CN(c1ccc(OCc2ccccc2)cc1)S(C)(=O)=O	-6%	-0.2%	6%	0.6%	-1.6	1070	i	46	-3	-8	i	0.4	-4%
C/C(=N\NC(=O)c1nn(C)cc1Cl)c1ccncc1	13%	0.4%	9%	1.5%	-1.7	1019	i	30	-16	-1	i	0.5	5%
COC(=O)CC1C(=O)NCCN1C(=O)CSc1nnc(Nc2ccc(OC)cc2)s1 (centres undefined)	-3%	-0.5%	7%	1.4%	-3.6	1239	i	18	6	7	i	0.5	4%
CC1=C(C(=O)N(C)C)C(c2ccc(Cl)c(Cl)c2)NC(=O)N1 (centres undefined)	0%	0.4%	2%	1.7%	0.3	1159	i	27	1	-4	i	0.9	15%
COc1ccc(NC(=O)c2cccc(-n3c(C)ccc3C)c2)c(OC)c1	5%	-0.9%	2%	3.4%	1.8	492	i	45	3	-16	i	0.2	-8%
CN(C)S(=O)(=O)c1ccc(C(=O)NCC2CC2(Cl)Cl)cc1 (centres undefined)	-2%	0.9%	4%	2.4%	.	.	i	19	.	.	i	0.2	7%
CCN(CC)CCNC(=O)Cc1nn(CC)c(=O)c2ccccc12	3%	0.6%	-1%	-0.2%	.	.	.	.	-1	18	i	4.8	0%
COc1ccccc1C(=O)NC1CCN(C(=O)Nc2ccc(F)cc2)CC1	3%	-0.7%	-6%	3.7%	.	.	i	20	.	.	i	3.5	4%
O=c1oc(-c2ccco2)nc2sc3c(c12)CCCC3	2%	0.2%	7%	4.8%	-3.4	1226	i	36	2	-8	i	7.9	9%
CCOC(=O)c1cccc(NC(=O)c2cccs2)c1	4%	0.0%	3%	4.0%	0.6	1348	i	36	14	-9	i	0.7	8%
Cc1cnc(CN(C)C(=O)CC2C(=O)NCCN2CCCc2ccccc2)[nH]1 (centres undefined)	-4%	-0.1%	9%	0.2%	.	.	i	45	.	.	i	0.9	2%
Cc1cc(NC(=O)CSc2ccccc2)no1	-3%	0.1%	11%	0.7%	-2.8	1178	i	2	-4	3	i	0.9	7%
O=C(Nc1ccc2c(c1)OCO2)C1CCN(S(=O)(=O)c2cccc3cccnc23)CC1	4%	0.4%	1%	1.2%	-0.6	1343	i	42	-1	-6	i	0.6	5%
CC(C)NCC(O)COCCOc1ccc(Cl)cc1 (centres undefined)	-7%	-0.5%	2%	.	0.3	1286	i	23	.	.	i	0.5	-1%
Cc1sc(NC(=O)c2ccc(=O)n(C)n2)nc1-c1ccccc1	-8%	-1.4%	7%	16%	0.9	985	i	5	12	16	i	0.6	9%
CCCC(NC(=O)CNC(=O)C(C)(C)C)C(=O)O (centres undefined)	1%	0.8%	-3%	0.3%	.	.	i	22	1	18	i	0.5	1%
Cc1ccc(-c2[nH]nc3c2C(c2ccc(OC(=O)N4CCOCC4)cc2)C(C#N)=C(N)O3)cc1 (centres undefined)	-11%	1.1%	34%	2.6%	.	.	i	58	4	17	i	1.0	15%
